Assay outcomes from PubChem.
PAFAH2 FP inh – PAFAH2 (human) inhibition; 340,000 compounds, 0.99% hits; AID 492956; Q99487; inhibition, % at 3.39 µM; recombinant PAFAH2, FP-rhodamine activity probe, fluorescence polarization;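 active = inhibition above the mean over all tested compounds plus 3 SD, cut at about 30% in these data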;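 note: inhibitors block probe labeling of enzyme so polarization drops; 0% = enzyme with DMSO and 100% = wells lacking PAFAH2 protein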
HCV core dimer – HCV core protein dimerization inhibition. TR-FRET GST/Flag-core106 dimerization, 1536-well. inhibition, % at 5 µM. 300,000 compounds, 0.33% hits. AID 1899;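 active = inhibition above the mean of all tested compounds plus 3 SD, set per screening campaign, cut at about 45% in these data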
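System: GST/Flag-tagged HCV core106 proteins. Incubation: compound-protein-antibody incubation 4 h at 22.5 °C. Technique: HTRF with 340 nm excitation, 617/671 nm emission. Medium: KF-containing HEPES buffer, pH 7.45, DTT, CHAPS, BSA. Read-out: inhibition (%) from 671 over 617 nm ratio. Also added: Eu(K)-anti-GST 90 ng/mL plus XL665-anti-Flag 1 µg/mL.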
TPT1 inh – C. albicans TPT1 enzyme inhibition; recombinant caTPT1, FP RNA substrate dephosphorylation; inhibition, % at 5 µM; 300,000 compounds, 0.81% hits; AID 1962;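 active = inhibition above the mean of all tested compounds plus 3 SD, set per screening campaign, cut at about 24% in these data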;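 note: plate controls were DMSO alone for no effect and ferristatin control at 100 nM for full effect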
PP1 inh – PP1-alpha (human) inhibition in PP5 counter-screen. purified PP1alpha, OMFP fluorescence. AID 2235. 320,000 compounds, 0.9% hits. inhibition, % at 6.7 µM;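 active = inhibition above the mean inhibition of all tested compounds plus 3 SD, computed separately for each screening campaign, cut at about 15% in these data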
Target sequence (P62136 whole entry, looked up): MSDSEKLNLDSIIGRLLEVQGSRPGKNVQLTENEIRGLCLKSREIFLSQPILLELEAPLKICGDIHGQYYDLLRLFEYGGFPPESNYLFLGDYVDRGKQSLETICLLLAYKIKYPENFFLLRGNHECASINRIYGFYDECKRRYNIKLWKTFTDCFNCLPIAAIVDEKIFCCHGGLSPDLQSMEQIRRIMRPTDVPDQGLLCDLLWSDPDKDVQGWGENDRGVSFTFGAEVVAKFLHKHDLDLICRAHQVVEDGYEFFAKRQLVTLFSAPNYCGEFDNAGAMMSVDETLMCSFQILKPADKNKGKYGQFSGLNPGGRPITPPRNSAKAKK
proCasp7 act – activates human procaspase-7, counter-screen for procaspase-3 activators | 330,000 compounds, 0.093% hits | activation, % at 8.5 µM | P55210 | recombinant procaspase-7, Ac-DEVD-pNA absorbance 405 nm; D23A/D198A/D206A triple mutant, cannot self-cleave; scale: DMSO 0, 5 µM enzyme 100;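 active = percent activation above the screen-wide mean plus 3 SD, cut at about 25% in these data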
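signal = Epi-absorbance of released pNA at 405 nm, two timepoints | assay system = Uncleavable procaspase-7 mutant enzyme | reagent = Ac-DEVD-pNA substrate, 400 µM as added | times = 1 h enzyme–compound preincubation and 2 h substrate reaction, both 25 °C | benchmarks = low DMSO alone, high DMSO plus 5 µM PC-7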
procasp3 activ – activators of human procaspase-3 | recombinant procaspase-3 D3A, Ac-DEVD-pNA absorbance 405 nm | activation, % at 8.5 µM | 330,000 compounds, 0.11% hits;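 active = activation above the mean of all tested compounds plus 3 SD, cut at about 21% in these data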;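 note: 0% = DMSO alone and 100% = DMSO wells spiked with extra 5 µM PC-3 D3A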
Target sequence (P42574 whole entry D9A/D28A/D175A): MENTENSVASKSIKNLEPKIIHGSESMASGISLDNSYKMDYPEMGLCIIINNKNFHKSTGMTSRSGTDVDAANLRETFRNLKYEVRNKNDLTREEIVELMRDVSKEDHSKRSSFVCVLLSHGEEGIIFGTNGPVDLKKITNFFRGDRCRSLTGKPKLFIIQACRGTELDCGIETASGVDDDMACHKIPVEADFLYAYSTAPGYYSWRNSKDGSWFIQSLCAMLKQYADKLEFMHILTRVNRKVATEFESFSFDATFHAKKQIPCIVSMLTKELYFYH
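Compound: 8.5 µM single point, 0.8% DMSO / Material: Autoprocessing-dead procaspase-3 D3A mutant enzyme / Timing: 1 h preincubation plus 2 h reaction at 25 °C / Medium: Zinc-free HEPES/NaCl buffer with 0.01% Triton X-100 at pH 7.4 / Technique: 405 nm absorbance of p-nitroaniline, reads at 0 and 120 min / Repeats: one well per compound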
AHR activator – activates the human aryl hydrocarbon receptor | P35869 | AHR-responsive luciferase reporter cells, luminescence | activation, % at 5 µM | AID 2796 | 320,000 compounds, 2.5% hits; in the data active = activation above about 47%;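 note: 0% = vehicle wells and 100% = reference agonist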
CTSL1 counter – blocks F. hepatica cathepsin L1 in PFM18AAP counter-screen | 300,000 compounds, 0.49% hits | inhibition, % at 5.96 µM | AID 1906 | recombinant F. hepatica cathepsin L1, Z-Leu-Arg-MCA fluorescence;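 active = inhibition above the mean of all tested compounds plus 3 SD, set per screening campaign, cut at about 17% in these data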;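 note: 0% = plate median of test compound wells and 100% = 1 µM Z-Phe-Ala-diazomethylketone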
PP5 primary – inhibitors of human protein phosphatase 5 (PP5). P53041. 320,000 compounds, 0.18% hits. AID 1987. purified PP5c, OMFP substrate fluorescence. inhibition, % at 6.7 µM;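 active = inhibition above the campaign's mean inhibition across all tested compounds plus 3 SD, cut at about 9.5% in these data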;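 note: 0% = DMSO only and 100% = 100 µM cantharidin control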
Target sequence (P53041 whole entry, looked up): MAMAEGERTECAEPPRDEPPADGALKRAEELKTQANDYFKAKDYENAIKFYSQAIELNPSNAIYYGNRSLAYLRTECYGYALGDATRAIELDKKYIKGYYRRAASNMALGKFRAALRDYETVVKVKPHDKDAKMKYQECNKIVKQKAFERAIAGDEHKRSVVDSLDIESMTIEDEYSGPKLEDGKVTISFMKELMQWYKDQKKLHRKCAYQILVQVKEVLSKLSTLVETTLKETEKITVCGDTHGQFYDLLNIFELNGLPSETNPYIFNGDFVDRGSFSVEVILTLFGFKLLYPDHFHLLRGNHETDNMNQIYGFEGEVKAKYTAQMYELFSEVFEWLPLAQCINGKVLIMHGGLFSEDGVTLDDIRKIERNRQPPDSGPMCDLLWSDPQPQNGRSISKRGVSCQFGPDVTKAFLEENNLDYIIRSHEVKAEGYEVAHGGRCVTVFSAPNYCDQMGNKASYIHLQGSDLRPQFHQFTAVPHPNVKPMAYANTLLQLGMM
* hit, by the source's call; . = not tested or not shown; & = joins results of further samples. Hits appear at their usual frequency, and some 5.6% of all compounds hit somewhere here.

SMILES	PAFAH2 FP inh	HCV core dimer	TPT1 inh	PP1 inh	proCasp7 act	procasp3 activ	AHR activator	CTSL1 counter	PP5 primary
CCn1c(SCc2c(Cl)cccc2Cl)nnc1-c1nn(-c2ccccc2)ccc1=O	49*	15	-3	1	-10	5	-1	-2	2.3
O=C(/C=C/c1ccco1)Nc1ccccc1N1CCCC1	-7	-17	-4	-8	-4	1	73*	5	2.2
Cc1cc(OCC(=O)Nc2ccc(S(=O)(=O)N3CCN(C)CC3)cc2)cc(C)c1Cl	1	-2	-2	2	17	0	0	-1	3.9
CC(c1ccccc1)N1C(=O)c2ccc(C(=O)Nc3ccc(Br)cc3C(=O)O)cc2C1=O (configuration not stated)	-16	12	0	4	5	-3	1	-3	1.6
COc1cc(OC)cc(C(=O)OCC(=O)N2CCCC2)c1	3	2	1	2	10	6	0	4	-6.8
CCOC(=O)c1ccc(NC(=O)c2cc(OC)c(OC)c(OC)c2Br)cc1	-4	1	7	-1	5	3	-1	4	0.1
CC1CC(C)(C)NC(=S)O1 (configuration not stated)	2&4	-1	1	-6	5	-1	1	-7	0.8
CC(C)(C)OC(=O)C[C@H]1C/C=C\C[C@H](CC(=O)N[C@@H](CO)Cc2ccccc2)C(=O)N[C@H](C(C)(C)C)COC1=O	6	.	.	.	9	-7	-1	.	.
C=CCNC(=O)c1ccncc1	0	-9	0	-4	4	-4	8	0	3.3
CCCCN(C)C(=O)C1CCCN(S(=O)(=O)c2ccc3c(c2)oc(=O)n3C)C1 (configuration not stated)	7	-11	0	-1	2	-11	7	-5	1.9
CC(C)CNS(=O)(=O)c1ccc(CCC(=O)N2CCC(C(N)=O)CC2)cc1	2	-2	1	-6	6	3	-1	-2	1.6
CC(=O)Nc1ccc(/C=N/NC(=O)c2cc(-c3ccco3)nc3ccccc23)cc1	-24	2	6	-2	8	3	13	-3	-0.7
CCOC(=O)C1CCCN(c2c(Nc3cc(C)cc(C)c3)c(=O)c2=O)C1 (configuration not stated)	8	-2	-1	3	2	11	0	-1	0.7
CCOc1cccc(C(=O)NCc2ccccc2)c1	3	7	1	-3	-4	3	5	1	0.9
COc1ccccc1CCN=C(N)NS(=O)(=O)c1ccccc1	-8	7	-1	-4	4	1	0	0	0.2
Cc1cccnc1NC(=S)NC(=O)/C=C/c1ccco1	9	2	-1	-4	-20	-18	17	0	1.0
Cc1ccc(NC(=O)/C(=C\c2cccc(Br)c2)NC(=O)c2ccco2)cc1	10	-4	0	-2	2	3	1	1	2.9
CCn1cnc2c1c(=O)n(CC(=O)Nc1cc(C)on1)c(=O)n2Cc1ccccc1	-3	9	-1	-1	9	0	-1	-5	0.9
COc1cccc(NC(=O)CN(C)C(=O)CNC(=O)c2sc3ccccc3c2Cl)c1	0	.	.	7	5	6	10	.	2.3
O=C(CN1C(=O)NC2(CCc3ccccc32)C1=O)c1ccc(Br)cc1 (configuration not stated)	14	-4	-3	-4	1	15	3	0	1.5
O=C(O)c1ccc(Cl)cc1Nc1nc2cc(Cl)ccc2o1	15	1	2	8	5	4	59*	-2	6.4
CCOc1ccc(NC(=O)CN(C)C(=O)c2cc3c(s2)CCCCC3)cc1OCC	-2	-3	2	-1	-3	8	6	6	4.7
COc1ccccc1CC(=O)NC1CC1	4	16	-2	-1	2	13	1	2	-0.6
CCOC(=O)c1[nH]c(C)c(C(=O)Nc2ccc(C)c(C)c2)c1C	2	1	4	-5	-10	-10	3	3	-1.4
O=C(c1ccc(F)cc1)N1CCN(C(=O)c2ccc([N+](=O)[O-])cc2)CC1	1	1	-3	-4	6	-3	1	3	-0.4
Cc1ccccc1CNC(=O)C1CCN(c2nnc(N3CCCC3=O)s2)CC1	4	-11	-2	-2	0	11	6	3	3.3
O=C(CSc1nnc(-c2ccco2)n1-c1ccccc1)Nc1c(Cl)cc(Cl)cc1C(=O)O	5	.	.	.	3	11	-1	.	.
CC(=O)c1ccc(N2CCN(CC(=O)Nc3ccc4c(c3)OCCO4)CC2)cc1	3	-14	-1	0	1	-2	-3	5	-10
Cc1c(Cl)cccc1NC(=O)Nc1ccc(C(N)=O)cc1	-7	-3	-1	1	-10	3	-2	0	1.7
Cn1ncc2c(N3CCN(c4ccc(Cl)c(Cl)c4)CC3)ncnc21	6	2	1	-3	2	7	-4	-2	1.8
Cc1ccc(C(=O)N2CCN(S(=O)(=O)c3ccc(C(C)C)cc3)CC2)s1	2	5	-2	7	4	-1	-1	0	-0.7
Cc1cccc(NC(=O)CSc2nnc(CCNC(=O)OC(C)(C)C)o2)c1C	5	-7	-4	-2	-5	-3	3	-2	3.2
COc1ccc(CNC(=O)CN2C(=O)COc3ccc(S(=O)(=O)N4CCC(C)CC4)cc32)cc1	4	1	-2	-2	12	7	2	0	0.9
Cc1cc(C)c(S(=O)(=O)NC(C)C)c(C)c1-n1cnnn1	-8	-5	0	-4	-1	-2	0	-1	1.7
O=C(Nc1ccccc1O)c1ccc(NC(=O)C2CC2)cc1	-2	-3	-2	-3	2	-1	11	0	2.3
COc1ccc(/C=C/C2=CC(C)(C)NC(=S)N2)c(OC)c1	2	4	-1	-2	-2	7	8	-2	4.8
CCc1nnc(NC(=O)CN2CCCC(C)C2)s1 (configuration not stated)	-2	11	-3	-2	14	-3	1	-1	1.3
Cc1cccc(NC(=S)NC23CN4CN(CN(C4)C2)C3)c1	8	-1	-1	-6	-22	-6	0	1	-1.9
Cc1cccc(NCc2ccc(O)c3ncccc23)c1	-10	-2	-3	3	-30	-18	0	-1	-0.3
CC(=O)Nc1ccc(NC(=O)c2cccc3ccccc23)cc1	-1	-12	-2	-5	-2	7	5	1	0.8
Cc1ccc(C)c(NC(=O)CSc2nnc(-c3ccncc3)o2)c1	.	1	0	-1	-7	-7	2	0	-1.0
O=C(c1cc2nc(-c3cccs3)cc(C(F)(F)Cl)n2n1)N1CCCc2ccccc21	-1	13	-4	-1	8	0	7	1	1.7
C=CC(=O)Nc1cccc(Oc2ncnc3[nH]cc(-c4cnc5ccccc5c4)c23)c1	-44	.	.	.	0	5	20	.	.
C[C@H](CO)N1C[C@H](C)[C@@H](CN(C)Cc2ccc(-c3ccccc3)cc2)Oc2c(NC(=O)c3ccncc3)cccc2C1=O	5	.	.	.	0	11	0	.	.
O=C(Nc1ccc(Cl)cn1)c1cccc(S(=O)(=O)N2CCCC2)c1	-10	-13	-3	1	8	-1	15	3	1.5
Cc1cccc(NC(=O)Cn2cccc2)c1	10	0	0	-1	2	-2	0	2	-0.9
COc1ccc(OCC(=O)NC(=S)N2CCCc3ccccc32)cc1	4	1	2	-1	-10	-4	12	0	4.0
CCCC(=O)c1c[nH]c(C(=O)NCCc2ccccn2)c1	7	-1	2	2	1	11	19	0	3.1
CCn1nc(C)c(/C=N/NC(=O)Cn2nccc2C)c1C	2	-3	-3	-5	0	-10	3	-2	1.5
Cc1noc(C)c1S(=O)(=O)N(C)C[C@H]1Oc2ccc(NS(=O)(=O)c3ccc(F)cc3)cc2C(=O)N([C@H](C)CO)C[C@@H]1C	12	.	.	.	-3	7	1	.	.
Cc1ccccc1S(=O)(=O)Nc1ncnc2sccc12	2	.	.	-2	-1	1	8	.	1.5
O=C(c1[nH]ncc1-c1ccccc1)C1CO1 (configuration not stated)	-6	-2	-3	-2	-7	-1	0	2	1.8
CC(=O)Nc1ccc(NS(=O)(=O)c2ccc3[nH]c(=O)[nH]c3c2)cc1	7	-7	2	-1	7	-1	1	-1	2.1
CCOc1ccc(S(=O)(=O)N2CCN(c3ccccc3OC)CC2)c2cccnc12	6	1	-7	1	-3	-1	0	-1	0.2
COc1ccccc1NC(=S)N(CCc1nc2cc(C)c(C)cc2[nH]1)Cc1cccnc1	3	-1	1	0	-12	5	30	0	4.4
CCOc1cc(/C=C2\N=C(SCC)SC2=O)cc([N+](=O)[O-])c1OC(C)=O	53*	1	0	6	-21	-4	9	1	2.6
O=C(NC1CCCC1)c1ccc(CS(=O)Cc2ccccc2Cl)o1 (configuration not stated)	4	0	-2	0	-2	2	1	-1	2.0
CCOCCCn1c(=S)[nH]c2cc(C(=O)N3CCC(C(N)=O)(N4CCCCC4)CC3)ccc2c1=O	1	-4	-2	0	4	-4	1	6	-1.3
CCS(=O)(=O)Nc1ccc(C2=NN(S(C)(=O)=O)C(c3cccs3)C2)cc1 (configuration not stated)	-1	-6	-1	-1	-1	2	18	0	1.6
CC1(C)Cc2ccccc2-c2nnc(SCC(=O)N3CCN(c4ccccc4)CC3)n21	0	0	0	-3	0	3	-8	-6	3.4

As a working copy, some entries already given.
SMILES	PAFAH2 FP inh	HCV core dimer	TPT1 inh	PP1 inh	proCasp7 act	procasp3 activ	AHR activator	CTSL1 counter	PP5 primary
CCn1c(SCc2c(Cl)cccc2Cl)nnc1-c1nn(-c2ccccc2)ccc1=O	49*	15	-3	1	-10	5	-1	-2	2.3
O=C(/C=C/c1ccco1)Nc1ccccc1N1CCCC1	-7	-17	-4	-8	-4	1	73*	5	2.2
Cc1cc(OCC(=O)Nc2ccc(S(=O)(=O)N3CCN(C)CC3)cc2)cc(C)c1Cl	1	-2	-2	2	17	0	0	-1	3.9
CC(c1ccccc1)N1C(=O)c2ccc(C(=O)Nc3ccc(Br)cc3C(=O)O)cc2C1=O (configuration not stated)	-16	12	0	4	5	-3	1	-3	1.6

The results go on.
SMILES	PAFAH2 FP inh	HCV core dimer	TPT1 inh	PP1 inh	proCasp7 act	procasp3 activ	AHR activator	CTSL1 counter	PP5 primary
O=C(c1cn(-c2ccccc2)nc1-c1ccccc1)n1nnc2ccccc21	0	-3	2	-1	-6	4	1	-4	4.3
O=C1NC2(CCCCC2)C(=O)N1c1cccc(Cl)c1	-13	0	1	7	-2	7	3	0	1.3
Cc1ccc(N2CCN(C(=O)c3cn(CC4CCCCC4)nn3)C(C)C2)cc1 (configuration not stated)	2	6	0	3	10	-2	16	2	2.1
Cc1ccc(SCCCn2cnc3ccccc3c2=O)cc1	-10	-2	-2	1	-1	6	2	1	2.1
Cc1n[nH]c(C)c1CCCOc1ccccc1	0	-3	1	1	6	-7	0	4	1.7
O=C(NCCc1ccccn1)C1CCN(S(=O)(=O)c2ccc(Cl)cc2)CC1	-5	-9	2	-1	-5	-1	3	3	-5.5
CCC(C)C(NC(=O)C(CC(C)C)NC(=O)C(CO)NC(=O)C1CCC(=O)N1)C(=O)OC (configuration not stated)	6	-7	-4	-5	0	0	2	-7	4.2
CCOC(=O)c1ccc(NC(=S)N2CCCC2c2ccc(OC)c(OC)c2)cc1 (configuration not stated)	7	1	-2	-6	2	0	-2	2	1.1

Some of these compounds in order of the TPT1 inh value, lowest first.
| structure | TPT1 inh |
| --- | --- |
| Cc1ccc(SCCCn2cnc3ccccc3c2=O)cc1 | -2 |
| Cc1ccc(N2CCN(C(=O)c3cn(CC4CCCCC4)nn3)C(C)C2)cc1 (configuration not stated) | 0 |
| Cc1n[nH]c(C)c1CCCOc1ccccc1 | 1 |
